Screening results as filed in PubChem.
p97 ATPase inh: human p97 ATPase inhibition; inhibition, % at 8 µM; recombinant p97 ATPase, Kinase-Glo ATP luminescence, 3 h; P55072; 220,000 compounds, 0.42% hits; in the data active means inhibition above about 15%;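 further: 0% = DMSO vehicle and 100% = wells lacking enzyme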
TbHK1 inh: blocks Trypanosoma brucei hexokinase 1 activity; recombinant TbHK1, G6PDH-coupled NADH A340; inhibition, % at 10 µM; 220,000 compounds, 0.11% hits;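 active means inhibition of 50% or more in the single-dose primary screen; inactive means inhibition below 50%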
RBBP9 inhibitor: blocks human serine hydrolase RBBP9; O75884; recombinant RBBP9, FP-Rh probe fluorescence polarization; inhibition, % at 7.94 µM; 220,000 compounds, 0.2% hits; AID 1515;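 active means inhibition above the campaign mean of all tested compounds plus 3 SD, cut at about 14% in these data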;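 further: plate controls were DMSO wells with RBBP9 for no effect and wells lacking RBBP9 protein for full effect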
Target sequence (O75884 whole entry, looked up): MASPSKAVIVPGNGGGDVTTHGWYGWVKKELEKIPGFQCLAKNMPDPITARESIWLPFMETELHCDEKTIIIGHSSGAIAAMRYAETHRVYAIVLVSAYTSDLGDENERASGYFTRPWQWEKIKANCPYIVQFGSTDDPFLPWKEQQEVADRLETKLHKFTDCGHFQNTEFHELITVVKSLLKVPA
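Assay system: recombinant human RBBP9; Reagent: Serine-hydrolase probe FP-Rh, 375 nM pre-mixing; Doses: 7.94 µM single dose, 0.794% DMSO; Incubation: 30 min then 45 min, 25 °C; Detection: fluorescence polarization (mP), excitation 525 nm, emission 598 nm; Evaluation: percent inhibition from mP, scaled between DMSO and no-protein wells.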
EP2 antag: blocks the human prostaglandin E2 receptor EP2; inhibition, % at 25 µM; 260,000 compounds, 0.52% hits; C6 glioma cells expressing human EP2, cAMP TR-FRET; cells stimulated with saturating PGE2; P43116;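 active means percent inhibition above 40 after rounding to a whole number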;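 further: rat C6 glioma host cells with rolipram phosphodiesterase inhibitor present; the protocol text gives 20 µM as final concentration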
BaF3 parental: parental Ba/F3 viability inhibition as JAK2V617F counter-screen | 220,000 compounds, 1.1% hits | CellTiter-Glo ATP luminescence | inhibition, % at 5.6 µM;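 active means inhibition above a per-campaign cutoff, the mean inhibition of all tested compounds plus 3 SD, cut at about 27% in these data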;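 further: 0% = DMSO wells and 100% = JAK Inhibitor I control wells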
Furin inhibitor: inhibitors of human furin; 220,000 compounds, 0.061% hits; AID 463115; purified furin, fluorogenic substrate cleavage; P09958; inhibition, % at 30 µM; in the data active means inhibition above about 25%; further: inactives centre near -15
Target sequence (P09958 108-714 limits assumed): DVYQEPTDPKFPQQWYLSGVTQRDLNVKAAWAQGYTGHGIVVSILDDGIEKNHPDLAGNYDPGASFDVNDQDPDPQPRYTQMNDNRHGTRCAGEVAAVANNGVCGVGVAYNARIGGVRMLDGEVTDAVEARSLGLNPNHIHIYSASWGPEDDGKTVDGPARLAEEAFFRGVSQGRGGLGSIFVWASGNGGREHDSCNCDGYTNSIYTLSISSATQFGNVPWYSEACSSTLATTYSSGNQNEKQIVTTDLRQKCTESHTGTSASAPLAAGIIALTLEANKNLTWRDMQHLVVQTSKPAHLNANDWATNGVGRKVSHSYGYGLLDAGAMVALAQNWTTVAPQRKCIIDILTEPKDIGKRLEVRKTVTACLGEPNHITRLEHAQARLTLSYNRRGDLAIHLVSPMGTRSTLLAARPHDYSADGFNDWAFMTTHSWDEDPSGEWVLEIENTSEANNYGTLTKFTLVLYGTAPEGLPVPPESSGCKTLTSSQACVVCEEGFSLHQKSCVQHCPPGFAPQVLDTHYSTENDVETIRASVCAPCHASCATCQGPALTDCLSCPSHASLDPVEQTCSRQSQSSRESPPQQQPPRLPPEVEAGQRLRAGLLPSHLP
NCF1 inh: p47phox (human) inhibition; 220,000 compounds, 0.53% hits; p47phox/p22phox peptide binding, fluorescence polarization, 2 h; AID 1274; inhibition, % at 24.7 µM;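 active means inhibition above about 30%, limit read from the data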;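 further: 0% = p47phox with labelled peptide and 100% = labelled peptide alone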
Ba/F3 V617F tox: reduce viability of Ba/F3 cells dependent on JAK2V617F; AID 1446; 220,000 compounds, 1.1% hits; Ba/F3 EpoR-JAK2V617F viability, ATP luminescence; inhibition, % at 5.6 µM;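 active means inhibition above the campaign mean plus 3 SD over all tested compounds, cut at about 24% in these data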;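 further: cytokine-independent growth of Ba/F3 cells driven by EpoR plus mutant JAK2; 0% = DMSO-treated cells and 100% = JAK inhibitor I control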
PPC-1+TRAIL kill: compounds killing PPC-1 cancer cells with TRAIL present (potentiator screen, no TRAIL-free arm); 220,000 compounds, 0.41% hits; PPC-1 cells + TRAIL, ATPLite viability luminescence; AID 1443; cell killing (% activity), % at 4 µM;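 active means cell killing above 50% in the first pass at 4 µM, then a duplicate retest at 5 µM averaging 50% or more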;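 further: plate controls were cells with TRAIL plus DMSO for no effect and medium-only wells lacking cells for full effect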
* marks the source's active call; other numbers are inactive results; [ ] = another dose, or the depositor's remark.

SMILES | p97 ATPase inh | TbHK1 inh | RBBP9 inhibitor | EP2 antag | BaF3 parental | Furin inhibitor | NCF1 inh | Ba/F3 V617F tox | PPC-1+TRAIL kill
Cc1cc2ccccc2n1CCNC(=O)c1ccc(Br)o1 | 2.8 | -5.3 | -4.1 | 11.1 | -2.3 | -19.8 | 21.6 | 0.2 | -12.5
COc1cccc(C(=O)NCC(=O)N/N=C/c2cn[nH]c2-c2ccccc2)c1 | 3.5 | 0.3 | -13.4 | 3.6 | 0.6 | -26.4 | -4.8 | -0.8 | 9.4
O=C(NCCO)c1cc2c(s1)CCC2 | -1.3 | 2.8 | -14.5 | 11.3 | 2.8 | -12.5[20 µM] | -14.3 | 1.0 | 16.6
COC(=O)c1[nH]c2cccc(Cl)c2c1NC(=O)CN1CCN(CCO)CC1 | 2.4 | -0.5 | 1.0 | 8.6 | -0.1 | -9.5 | -16.7 | -4.5 | 4.0
Nn1cc(-c2ccccc2)nc1SCC(=O)N1CCN(S(=O)(=O)c2ccc(Cl)cc2)CC1 | -4.2 | -2.1 | -6.2 | 3.3 | 4.4 | -14.5 | -4.3 | 1.6 | -8.6
COc1ccccc1C1C2=C(N=C3SCC(=O)N31)c1ccccc1CC2 (stereo unspecified) | 0.9 | -5.2 | 4.4 | 3.0 | 3.9 | -19.9 | -17.4 | 0.1 | 9.0
C=CCNC(=O)c1c(-c2c(F)cccc2Cl)noc1C | 3.5 | 1.2 | 0.7 | 8.2 | 3.9 | -18.4[20 µM] | -5.5 | -2.1 | -12.6
CC(=O)c1ccc(Sc2nnnn2-c2ccccc2)c([N+](=O)[O-])c1 | 5.7 | 14.1 | -6.1 | 18.8 | 2.7 | -13.3 | -16.4 | 44.1* | 4.4
NNc1nc(N)c2c(n1)-c1ccccc1CC21CCCC1 | -2.0 | -3.4 | -5.1 | 7.5 | 6.7 | -7.6 | -15.8 | 2.7 | 2.8
C=CCNCC(=O)NN=C(c1ccccc1)c1ccccc1 | -2.8 | 1.1 | -5.8 | 6.0 | 5.7 | -5.1[20 µM] | 7.0 | 1.1 | -8.7
CCOC(=O)c1cccc(NC(=O)CN(C)S(=O)(=O)c2cnc[nH]2)c1 | 9.6 | -0.2 | 0.3 | 11.4 | 1.3 | -12.2 | -7.5 | -4.6 | 2.8
COc1ccccc1NS(=O)(=O)c1cccs1 | 1.9 | 2.7 | -1.9 | -2.6 | 0.5 | -12.6[20 µM] | 2.8 | -2.6 | -34.0
Clc1ccc(CCNc2nc3ccccc3s2)cc1 | 0.2 | 1.0 | 3.4 | 8.0 | -2.4 | -15.4[20 µM] | -7.3 | -2.5 | 18.8
O=C(Cn1c(=O)oc2ccccc21)N1CCOCC1 | 0.8 | -3.3 | -5.0 | 11.4 | 0.8 | -33.4 | 3.6 | -0.1 | 12.9
O=C(CN1CCN(c2ncccn2)CC1)Nc1ccccc1-n1cccc1 | -2.0 | -17.7 | -6.6 | 21.1 | 0.5 | -20.7 | 1.8 | -4.5 | 31.9
CCc1ccc(C(CNC(=O)c2ccc3c(=O)n(-c4ccccc4F)c(=S)[nH]c3c2)N(C)C)cc1 (stereo unspecified) | 1.7 | -2.6 | -11.7 | 3.8 | 12.4 | -32.3 | -11.1 | 3.5 | 12.8
Cc1ccc(S(=O)(=O)N(C)Cc2ccc(C(=O)N/N=C/c3ccc(OC(F)F)cc3)cc2)cc1 | -3.5 | 8.2 | -3.3 | 2.4 | 4.4 | -9.4 | 5.5 | 2.7 | 30.5
COc1ccc(CCNC(=O)c2cnn3ccccc23)c(OC)c1OC | -2.9 | -5.5 | -0.4 | 13.2 | 4.2 | -12.2 | -19.6 | 2.5 | 17.1
CCSC1=C(C#N)C(c2ccc(Cl)cc2)C2=C(CCCC2=O)N1 (stereo unspecified) | 7.1 | -5.8 | -6.8 | 8.3 | 3.1 | -2.4 | -9.2 | 9.1 | -9.5
O=C(c1cccc([N+](=O)[O-])c1)c1ccc2c(c1)OCCOCCOCCOCCO2 | -2.7 | -7.4 | 1.0 | 4.1 | -2.3 | -9.9 | -7.0 | 3.4 | -16.7
O=C1CCC/C1=c1\s/c(=C\c2cccnc2)c(=O)n1-c1ccccc1 | -3.0 | -13.7 | -5.5 | 20.3 | 5.1 | -5.6 | -20.6 | 1.7 | 5.0
O=C(COc1ccc(Br)cc1Cl)Nn1cnnc1 | 3.5 | -5.0 | 3.6 | 6.7 | 1.1 | -16.5 | -5.0 | -3.0 | 40.4
Cc1cc(C)c(NC(=S)N(C)C)cc1C | 8.1 | -3.0 | -6.2 | 17.9 | -4.3 | -18.7 | -9.7 | -2.6 | 9.0
O=C(Nc1ccc(-n2cnnn2)cc1)C(c1ccccc1)c1ccccc1 | -1.4 | -2.3 | -10.9 | 2.0 | 9.3 | -11.6 | -4.4 | -0.3 | 15.8

Reprinted at random: 6 entries already listed.
SMILES | p97 ATPase inh | TbHK1 inh | RBBP9 inhibitor | EP2 antag | BaF3 parental | Furin inhibitor | NCF1 inh | Ba/F3 V617F tox | PPC-1+TRAIL kill
COc1ccc(CCNC(=O)c2cnn3ccccc23)c(OC)c1OC | -2.9 | -5.5 | -0.4 | 13.2 | 4.2 | -12.2 | -19.6 | 2.5 | 17.1
Clc1ccc(CCNc2nc3ccccc3s2)cc1 | 0.2 | 1.0 | 3.4 | 8.0 | -2.4 | -15.4[20 µM] | -7.3 | -2.5 | 18.8
O=C(c1cccc([N+](=O)[O-])c1)c1ccc2c(c1)OCCOCCOCCOCCO2 | -2.7 | -7.4 | 1.0 | 4.1 | -2.3 | -9.9 | -7.0 | 3.4 | -16.7
Cc1ccc(S(=O)(=O)N(C)Cc2ccc(C(=O)N/N=C/c3ccc(OC(F)F)cc3)cc2)cc1 | -3.5 | 8.2 | -3.3 | 2.4 | 4.4 | -9.4 | 5.5 | 2.7 | 30.5
Cc1cc(C)c(NC(=S)N(C)C)cc1C | 8.1 | -3.0 | -6.2 | 17.9 | -4.3 | -18.7 | -9.7 | -2.6 | 9.0
O=C(Nc1ccc(-n2cnnn2)cc1)C(c1ccccc1)c1ccccc1 | -1.4 | -2.3 | -10.9 | 2.0 | 9.3 | -11.6 | -4.4 | -0.3 | 15.8

Next records follow.
SMILES | p97 ATPase inh | TbHK1 inh | RBBP9 inhibitor | EP2 antag | BaF3 parental | Furin inhibitor | NCF1 inh | Ba/F3 V617F tox | PPC-1+TRAIL kill
O=[N+]([O-])c1cc(CN2CCN(c3cccc(C(F)(F)F)c3)CC2)c2cccnc2c1O | 4.1 | 10.8 | -11.2 | 7.3 | 7.9 | -15.5 | -6.9 | -2.1 | -0.1
O=C(O)c1cc(N2N=C(C(F)(F)F)/C(=C/C=C/c3ccco3)C2=O)ccc1Cl | 13.4 | 15.8 | -4.4 | 23.4 | 2.9 | -13.1 | -33.7 | -0.8 | 10.6
O=C(NCc1ccco1)c1ccc(=O)[nH]n1 | 2.6 | -1.0 | -1.6 | 12.5 | 2.2 | -13.2 | -8.7 | 0.6 | 11.5
CC1CC(=O)c2cnc(Nc3ccccc3)nc2C1 (stereo unspecified) | -2.1 | -37.8 | -13.5 | 8.3 | 6.2 | -5.0[20 µM] | -0.9 | -0.3 | 27.2
Fc1ccc(-c2n[nH]c(=S)c3ccccc23)cc1 | 0.5 | -14.4 | -12.9 | 4.9 | 6.2 | -16.6 | -7.0 | 0.0 | -14.9
CCCC(=O)Nc1sc(C)c(-c2ccc(C(C)CC)cc2)c1C#N (stereo unspecified) | -4.6 | -0.4 | -8.7 | 7.3 | 2.6 | -4.7[20 µM] | -12.2 | 4.0 | 16.0
CN(C)C(=O)NC(Nc1cccc([N+](=O)[O-])c1)C(Cl)(Cl)Cl (stereo unspecified) | -0.4 | -2.2 | -4.2 | 7.5 | 5.5 | -20.9 | 1.9 | 1.4 | 8.5
CCc1nc2ccccc2c(=O)n1NCCc1ccccc1 | -9.1 | -3.5 | -6.5 | 12.0 | 3.8 | -17.0 | 4.5 | 3.0 | 4.2
CC1(C)CC(=O)C2=C(C1)C(c1cn(-c3ccccc3)nc1-c1ccccc1)C(C#N)=C(N)O2 (stereo unspecified) | -0.7 | -7.9 | -2.6 | 8.1 | -1.1 | -3.9 | -12.2 | 0.2 | 19.4
Cc1cc(C)c(N2CCN(S(=O)(=O)N3CCCCCC3)CC2)c(C)c1 | 1.3 | 5.9 | -6.4 | 11.6 | 0.3 | -19.4[20 µM] | -12.7 | -3.0 | 7.0
O=C(CCCC1=NS(=O)(=O)c2ccccc2N1)N1CCN(c2ccc(Cl)cc2)CC1 | 5.6 | -1.4 | -9.5 | 4.3 | 9.9 | -13.8 | 1.4 | 0.8 | 7.7
C[C@@H]1C(=O)O[C@@H]2CC34[C@H]5C[C@@H](C(C)(C)C)C36[C@H](OC(=O)[C@@H]6O)OC4(C(=O)O5)[C@@]12O (stereo partly specified) | 5.8 | -2.6 | -11.3 | 2.4 | 6.9 | -17.8 | -12.4 | 1.0 | 21.7
Cc1ccc(N2C(=O)c3ccccc3C2(O)c2ncc[nH]2)cc1 (stereo unspecified) | 4.9 | -1.8 | -10.2 | -2.4 | 0.9 | -16.1 | -1.0 | -1.3 | -13.9
CCCC1(CCC)NC(=O)N(CC(=O)Nc2cccc(OC)c2)C1=O | -0.3 | 4.6 | -4.5 | 13.1 | -1.6 | -19.4 | -1.5 | -1.0 | 4.8
CCOc1cc(/C=C2/SC(=Nc3ccccc3)N(Cc3cccnc3)C2=O)ccc1OCC#N | 4.5 | -13.0 | 1.5 | 11.2 | -0.2 | -18.4[20 µM] | -5.6 | -5.3 | 3.7
COc1ccc(-c2cc(=NC(CC(C)C)C(=O)O)c3cc(C)ccc3o2)cc1 (stereo unspecified) | -9.3 | -17.5 | -9.0 | 1.7 | 4.8 | -66.0 | -6.1 | 4.2 | 29.9
CCCC(=O)Nc1cccc(C(=O)Nc2nccs2)c1 | 3.7 | -4.0 | 1.0 | 6.1 | 2.9 | -4.4 | -11.7 | -0.5 | 15.1
COc1cccc2sc(N(CCCN(C)C)C(=O)C(c3ccccc3)c3ccccc3)nc12 | 1.5 | 9.2 | -7.0 | 8.9 | 5.1 | -21.3 | -24.1 | 0.8 | 12.9
O=C(CN1C(=O)c2ccccc2S1(=O)=O)Nc1cccnc1 | 1.1 | 0.8 | -2.7 | 10.1 | 5.4 | -16.6[20 µM] | 0.6 | 0.0 | 22.1
Cc1nc(-c2ccc(-n3nncc3-c3ccco3)cc2)cs1 | -10.8 | -2.0 | -12.8 | 9.6 | -0.2 | 0.8 | -4.7 | 3.8 | 9.1
CC(C)CN(C(=O)CCc1ccccc1)c1c(N)n(CC(C)C)c(=O)[nH]c1=O | 2.4 | 4.4 | -7.6 | 13.1 | -1.5 | -24.2 | -5.2 | -2.7 | 3.9
CN(C)c1ccc(/C=C/c2ccc3c4ccccc4ccc3[n+]2-c2ccccc2)cc1 | -14.1 | 15.1 | -50.5 | 18.5 | 89.0* | -18.1 | -55.5 | 100.8* | 67.5*
Cc1ccc(CCNC(=O)C2CCCN(C(=O)c3cc4sccc4n3C)C2)cc1 (stereo unspecified) | -0.6 | -4.3 | -1.9 | 11.0 | 3.3 | -25.8[20 µM] | -1.4 | 0.4 | -9.3
O=c1oc(-c2ccccc2NS(=O)(=O)c2ccc3ccccc3c2)nc2ccccc12 | -13.5 | 29.3 | -28.1 | 6.8 | 7.4 | 1.6 | 9.0 | 4.0 | 17.3
Cc1nn(Cc2ccccc2)c2sc(C(=O)NCc3cccnc3)cc12 | 4.8 | 2.5 | 0.9 | 4.7 | -0.5 | -24.2 | 3.0 | -1.6 | -2.8
OC(CNCc1ccco1)Cn1c2ccccc2c2ccccc21 (stereo unspecified) | 3.6 | 1.2 | 2.1 | 10.0 | 2.0 | -11.3 | -7.2 | -1.9 | 8.5

The list is partial (hit frequency here may not be typical).
